Assay outcomes as filed in PubChem.
VIM-2 inh – VIM-2 metallo-beta-lactamase inhibitors, primary screen, biochemical, epi-absorbance readout, Pseudomonas aeruginosa enzyme; purified VIM-2, nitrocefin hydrolysis, epi-absorbance fluorescence; inhibition, % at 5.6 µM; 290,000 tested, 0.89% active; AID 1527, 2009;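 active means inhibition above the mean of all tested compounds plus 3 SD, cutoff set per screening run, cut at about 7.5% in these data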;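 further: red hydrolysis product quenches plate fluorescence so inhibitors raise well fluorescence; 0% = enzyme with DMSO and 100% = DMSO without enzyme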
NS3 helicase inh – inhibitors of HCV NS3 helicase, primary screen, biochemical, Cy5 molecular beacon fluorescence; NS3 helicase DNA unwinding; inhibition, % at 10.9 µM; 290,000 tested, 0.56% active;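 active means inhibition above the mean of all tested compounds plus 3 SD, set per campaign, cut at about 35% in these data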;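 further: 0% = DMSO wells and 100% = thioflavine S control wells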
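System: HCV NS3 helicase fragment; control set: DMSO and thioflavine S; technique: Cy5 fluorescence at 0 and 60 min, beacon hairpin quenching; reagent: beacon DNA duplex substrate plus ATP; replicates: singlicate; schedule: 1 h reaction at 25 °C, ATP-initiated; medium: MOPS buffer pH 6.5 with MgCl2, DTT, Tween20, BSA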
GalR3 antag – GalR3 antagonists in HEK293 cells, primary screen, cell-based, fluorescence readout; HEK293 GalR3-CNG cAMP membrane potential fluorescence; galR3 body fused to GalR1 C-terminus; inhibition, % at 3 µM; AID 651719, 2012; 360,000 tested, 0.44% active;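 active means inhibition above the screen-wide average plus 3 SD, cut at about 13% in these data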;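 further: forskolin and galanin both at EC90 stimulate the cells; cAMP rise reported by CNG channel membrane potential dye signal; 0% = forskolin plus galanin with DMSO and 100% = forskolin alone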
CRFR2-BP antag – antagonists of CRF-BP/CRF-R2 complex, primary screen, cell-based, HEK293, calcium dye fluorescence, uHTS. 350,000 tested, 0.59% active. CRF-induced calcium fluorescence. inhibition, % at 11.8 µM;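 active means inhibition of the ligand-induced calcium signal above about 50% at the single tested concentration, limit read from the data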
IMP-1 inh – IMP-1 metallo-beta-lactamase inhibitors, primary screen, biochemical, epi-absorbance readout, Pseudomonas aeruginosa enzyme. metallo-beta-lactamase IMP-1 (Pseudomonas aeruginosa). purified IMP-1, nitrocefin hydrolysis, epi-absorbance fluorescence. inhibition, % at 5.6 µM. 290,000 tested, 0.45% active. AID 1556, 2009;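 active means inhibition above the mean plus 3 SD of all compounds in the same screening run, cut at about 4.5% in these data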;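 further: 0% = IMP-1 with DMSO and 100% = DMSO wells lacking enzyme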
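assay system = purified recombinant IMP-1 metallo-beta-lactamase enzyme | schedule = 15 min preincubation plus 25 min reaction at 25 °C | signal = Epi-absorbance fluorescence, 480 nm excitation, 530 nm emission | read-out basis = percent inhibition from optical density relative to buffer-blank wells | controls = IMP-1 with DMSO as 0%, enzyme-free DMSO as 100%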
IDE act – human IDE activators in live cells, primary screen, fluorescence polarization, HEK cells, FAbeta-B substrate | Insulin-degrading enzyme (Homo sapiens), P14735 | FAbeta-B cleavage; 0% vehicle, 100% cell-free pure enzyme wells | activation, % at 5.96 µM | 340,000 tested, 0.073% active | AID 493087, 2011;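 active means activation above the mean of all tested compounds plus 3 SD, set per screening campaign, cut at about 17% in these data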
UBC9 SUMO inh – inhibitors of in vitro SUMOylation cascade, primary screen, biochemical, HTRF, uHTS; SUMO-conjugating enzyme UBC9 (Homo sapiens), P63279; inhibition, % at 35 µM; 290,000 tested, 0.36% active; AID 2006, 2009; HTRF SUMOylation assay, SAE1/SAE2 + UBC9; in the data active means inhibition above about 50%, passing the limit was not always enough; further: strong numbers were not always called active
IDE cell inh – human IDE inhibitors in live cells, primary screen, fluorescence polarization, HEK cells, FAbetaB substrate. 320,000 tested, 0.41% active. inhibition, % at 5.59 µM. FAbetaB cleavage. AID 434962, 2010. Insulin-degrading enzyme (Homo sapiens), P14735;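 active means percent inhibition above the average of all tested compounds plus 3 SD, set per screening campaign, cut at about 16% in these data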;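 further: IDE supplied by intact live HEK cells; FP after avidin binding of uncleaved biotin substrate so inhibition keeps polarization high; 0% = DMSO wells and 100% = 60 µM reference IDE inhibitor Ii1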
p-CIP stab down – p/CIP-EGFP fusion destabilizers, primary screen, fluorescence, F442A cells; 16 h; Q05BA5; 290,000 tested, 0.01% active; decrease of EGFP signal, % at 10 µM;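 active means EGFP signal decrease of at least 30% at 10 µM or well 3 SD below plate mean, unless failing retest; inactive means the rest, including hits failing retest or dose response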; further: some compounds called inactive have numbers as strong as hits; many of its hits are not listed in these tables
Target sequence (Q05BA5 1-1403): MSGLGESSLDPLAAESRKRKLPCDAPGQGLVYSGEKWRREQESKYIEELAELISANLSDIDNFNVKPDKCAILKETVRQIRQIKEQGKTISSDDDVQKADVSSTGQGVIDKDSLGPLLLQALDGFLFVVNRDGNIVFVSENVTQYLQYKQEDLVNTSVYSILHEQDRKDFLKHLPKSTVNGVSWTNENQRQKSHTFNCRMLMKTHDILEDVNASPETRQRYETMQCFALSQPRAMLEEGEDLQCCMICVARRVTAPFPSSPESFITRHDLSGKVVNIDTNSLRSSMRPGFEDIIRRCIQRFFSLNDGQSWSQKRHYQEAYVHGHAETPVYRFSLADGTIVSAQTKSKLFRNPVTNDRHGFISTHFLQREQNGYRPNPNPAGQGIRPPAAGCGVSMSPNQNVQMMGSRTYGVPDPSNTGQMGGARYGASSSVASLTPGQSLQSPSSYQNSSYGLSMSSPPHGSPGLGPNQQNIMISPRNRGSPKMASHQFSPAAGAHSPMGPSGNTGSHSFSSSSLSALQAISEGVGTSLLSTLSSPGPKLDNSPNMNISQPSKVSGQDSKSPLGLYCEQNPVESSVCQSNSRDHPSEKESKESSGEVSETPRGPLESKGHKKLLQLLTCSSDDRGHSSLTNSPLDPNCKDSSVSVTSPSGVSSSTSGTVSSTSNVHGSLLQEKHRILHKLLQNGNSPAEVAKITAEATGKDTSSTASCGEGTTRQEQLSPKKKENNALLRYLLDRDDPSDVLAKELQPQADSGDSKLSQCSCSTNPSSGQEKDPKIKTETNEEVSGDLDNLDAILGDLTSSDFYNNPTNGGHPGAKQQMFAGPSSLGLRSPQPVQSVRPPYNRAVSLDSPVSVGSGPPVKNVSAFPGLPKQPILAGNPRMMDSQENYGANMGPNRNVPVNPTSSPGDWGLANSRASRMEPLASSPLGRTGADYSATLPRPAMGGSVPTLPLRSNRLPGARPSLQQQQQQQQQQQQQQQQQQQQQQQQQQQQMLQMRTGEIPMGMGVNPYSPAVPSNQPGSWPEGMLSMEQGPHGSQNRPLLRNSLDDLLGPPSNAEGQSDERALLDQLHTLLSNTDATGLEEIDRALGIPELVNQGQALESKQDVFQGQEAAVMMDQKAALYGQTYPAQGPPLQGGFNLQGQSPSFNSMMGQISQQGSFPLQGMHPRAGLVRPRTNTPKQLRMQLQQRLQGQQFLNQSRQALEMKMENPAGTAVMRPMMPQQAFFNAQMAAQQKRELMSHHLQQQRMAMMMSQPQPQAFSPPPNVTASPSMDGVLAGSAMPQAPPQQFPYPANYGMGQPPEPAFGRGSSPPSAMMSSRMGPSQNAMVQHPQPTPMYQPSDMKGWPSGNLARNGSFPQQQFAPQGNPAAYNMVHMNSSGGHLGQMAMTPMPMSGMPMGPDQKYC
Starred values were filed as active, the others as inactive; · = no result given.

#	Structure	VIM-2 inh	NS3 helicase inh	GalR3 antag	CRFR2-BP antag	IMP-1 inh	IDE act	UBC9 SUMO inh	IDE cell inh	p-CIP stab down
1	COC(=O)c1ccc(NC(=S)NC(=O)c2c(-c3ccccc3)noc2C)cc1	-2.9	9	-5	-16	-0.4	0	6	-2	-3
2	O=C(NCc1nnc(SCc2ccccc2)n1-c1ccccc1)C12CC3CC(CC(C3)C1)C2	-2.3	-9	-2	-27	-3.6	-5	-13	-2	-6
3	Cc1ccc(CNC(=O)C2CNc3cc(C)ccc3O2)cc1 (stereo not drawn)	-2.7	-7	-6	-16	-3.5	1	14	-1	-6
4	O=C(NCc1cccnc1)c1ccc(Cl)c(S(=O)(=O)N2CCCCCC2)c1	-2.0	-5	2	-12	-1.5	3	10	3	4
5	CCCOc1ccc(C(=O)Nc2ccc3c(c2)OCO3)cc1	-5.2	11	-7	9	-4.0	1	5	3	0
6	Cc1cccc2c1NC(=O)C21OCC(CO)([N+](=O)[O-])CO1 (stereo not drawn)	-1.6	-3	-3	-3	-1.0	3	8	1	3
7	CCOCc1cnc(C)nc1NCC(=O)c1c(C)[nH]c2ccccc12	-2.6	0	5	-2	-2.0	4	11	4	-10
8	COc1ccc(C(=O)Nc2ccc(CN3CCS(=O)(=O)CC3)cc2)cc1	-0.3	-5	-3	9	-0.6	2	23	1	-13
9	COc1ccc(C(CC(=O)NC(C)c2ccc(-c3ccccc3)cc2)NC(C)=O)cc1 (stereo not drawn)	-1.3	-6	-2	-8	-1.1	-5	9	2	-4
10	NC(=S)N=Nc1c(O)[nH]c2cc(F)c(F)cc12	-5.3	-6	3	34	-4.6	7	12	-5	-18
11	COc1ccc(S(=O)(=O)n2nc(OC(=O)c3cccs3)cc2N)cc1	-1.2	0	0	23	-3.7	2	18	7	-10
12	COc1cc2c(C#Cc3cccnc3)c(-c3ccsc3)oc(=O)c2cc1OC	·	·	-4	5	·	4	·	1	·
13	COC(=O)C1(C(F)(F)F)N=C(C(F)(F)F)Nc2ccc(Cl)cc21 (stereo not drawn)	-2.7	17	-1	-1	-2.8	-3	-3	3	-6
14	COc1ccc(NC(=O)C2CCC(=O)N2)cc1 (stereo not drawn)	0.1	4	-5	-1	-1.6	8	16	-4	-10
15	Cc1ccc2oc(C(=O)N3CCN(Cc4ncccc4C)CC3)c(C)c2c1	0.1	3	-2	-18	-2.5	-1	10	-1	-4
16	O=C(CNC(=O)c1ccc(N2CCCC2=O)cc1)Nc1ccc(F)c(F)c1F	·	·	-1	4	·	8	·	0	·
17	CCOCCCNC(=O)c1c(C)[nH]c(C(=O)OCC)c1C	-3.1	5	-4	-14	-1.1	5	-1	-4	0
18	O=C(COc1ccccc1Cl)Nc1ccc(S(=O)(=O)N2CCOCC2)cc1	-0.5	-8	-9	-7	-2.6	6	-2	4	5
19	Cc1ccc(S(=O)(=O)N(C)CC(=O)Nc2ccc(C)cn2)cc1	·	·	-5	-7	·	6	·	-3	·
20	COC(=O)c1ccc(CSc2nc3ccccc3c(=O)n2-c2ccc(OC)c(OC)c2)o1	-3.4	0	1	9	-5.1	-3	-7	0	-15

Screen by screen, quoted from above:
Entries 13–20 in NS3 helicase inh: 17, 4, 3, ·, 5, -8, ·, 0
Entries 13–20 in IDE act: -3, 8, -1, 8, 5, 6, 6, -3
Entries 13–20 in GalR3 antag: -1, -5, -2, -1, -4, -9, -5, 1

Later entries
#	Structure	VIM-2 inh	NS3 helicase inh	GalR3 antag	CRFR2-BP antag	IMP-1 inh	IDE act	UBC9 SUMO inh	IDE cell inh	p-CIP stab down
21	c1ccc(-c2csc3ncnc(-n4cnc5ccccc54)c23)cc1	0.2	-1	1	11	-3.3	5	1	6	-6
22	COc1cccc(NC2=NCCCCC2)c1	-0.4	13	-9	-1	-1.3	-1	10	-5	-4
23	CCC(C)NC(=O)CNC(=S)N(Cc1ccc(F)cc1)C1CCCCC1 (stereo not drawn)	-2.9	-3	-2	-12	-2.0	2	-19	6	5
24	O=C(NCCCn1ccnc1)Nc1ccc(Cl)c(Cl)c1	-3.2	-6	10	30	-3.9	1	34	4	-1
25	CCC(C)(C)n1nnnc1C(c1ccc2ncccc2c1)N1CCCC(C)C1 (stereo not drawn)	-2.6	-1	-6	-3	-1.7	1	-1	0	-1
26	COCCNS(=O)(=O)c1ccc2c(c1)Cc1cc(S(=O)(=O)NCCOC)ccc1-2	-0.8	6	-11	4	-2.6	-1	12	1	-12
27	O=C(CSc1cn(CCNC(=O)c2ccc3ccccc3c2)c2ccccc12)NCc1ccco1	-3.7	-2	·	-15	-1.8	1	14	0	-4
28	CC(C)NC(=O)CC(=O)N/N=C/c1ccccc1F	-11	3	-5	-6	-3.2	0	4	2	-8
29	C=CCN1CCN(C(=O)CSc2ccccc2)CC1	-2.2	4	-6	-2	-3.4	3	6	1	-1
30	COc1ccc(NC(=O)c2cccc3c2C(=O)N(CC2CCCO2)C3)cc1OC (stereo not drawn)	2.0	11	·	21	-0.5	1	-3	1	-15
31	CCCN1C2CCCC1CC(NC(=S)NCCCOCC)C2 (stereo not drawn)	-6.0	-3	-3	33	-3.6	0	-13	-2	1
32	S=c1[nH]nc(-c2ccc3ccccc3n2)n1-c1ccccc1Cl	-0.9	1	-1	-7	-0.9	-9	-4	3	-12
33	c1cc2c(cc1C1CCCN1)OCCCO2 (stereo not drawn)	4.5	-13	0	14	-6.3	2	13	-2	-4
34	CN(C)c1ccc(NC(=O)CSc2nc(C3CC3)nc3ccccc23)cc1	1.4	2	-7	-1	-0.4	-1	32	-2	-1
35	CCCS(=O)(=O)N1CCC(C(=O)Oc2ccc(OC)cc2)CC1	-1.2	1	-10	7	-2.4	-3	-1	-3	6
36	CC(C)(C)NC(=O)NCCc1ccccc1	-1.5	-3	-6	5	-0.1	8	12	3	-6
37	COc1ccc(N(CC(=O)NC2CCCCCC2)S(=O)(=O)c2c(C)nn(C)c2C)cc1	-5.5	1	-3	7	-3.9	6	3	14	3
38	CCNC(=S)NNC(=O)c1cc(Br)cs1	-6.0	-7	-6	-13	-0.2	-1	29	6	-1
39	C[C@H](CO)N1C[C@H](C)[C@@H](CN(C)Cc2ccc3c(c2)OCO3)Oc2c(NS(=O)(=O)c3cn(C)cn3)cccc2C1=O	·	·	-4	8	·	-2	·	2	·
40	COc1ccc(-c2oc3cc(O)c(OC)c(O)c3c(=O)c2OC)cc1	·	·	-4	-5	·	9	8	9	5
41	CC1CCN(S(=O)(=O)c2ccc3ccccc3c2)CC1	-3.3	4	-9	-19	-4.1	8	1	2	-12
42	COc1ccc(/C=C/c2nc(S(=O)(=O)c3ccccc3)c(N(C)C)o2)cc1	0.5	2	-9	-1	2.3	0	17	-4	-8
43	COc1ccc(S(=O)(=O)N2CCC(C(=O)N3CCc4ccccc4C3)CC2)cc1Cl	-1.2	-12	6	14	-0.2	7	11	7	-2
44	CC1CCN(C(=O)CN2C(=O)c3ccccc3S2(=O)=O)CC1	-2.1	-6	-1	-9	-2.5	0	23	-4	-9

Part of the list above, with values under each structure:
Under each structure: VIM-2 inh, NS3 helicase inh, GalR3 antag, CRFR2-BP antag, IMP-1 inh, IDE act, UBC9 SUMO inh, IDE cell inh, p-CIP stab down
1) COC(=O)c1ccc(NC(=S)NC(=O)c2c(-c3ccccc3)noc2C)cc1
  -2.9, 9, -5, -16, -0.4, 0, 6, -2, -3
2) O=C(NCc1nnc(SCc2ccccc2)n1-c1ccccc1)C12CC3CC(CC(C3)C1)C2
  -2.3, -9, -2, -27, -3.6, -5, -13, -2, -6
3) Cc1ccc(CNC(=O)C2CNc3cc(C)ccc3O2)cc1 (stereo not drawn)
  -2.7, -7, -6, -16, -3.5, 1, 14, -1, -6
4) O=C(NCc1cccnc1)c1ccc(Cl)c(S(=O)(=O)N2CCCCCC2)c1
  -2.0, -5, 2, -12, -1.5, 3, 10, 3, 4
5) CCCOc1ccc(C(=O)Nc2ccc3c(c2)OCO3)cc1
  -5.2, 11, -7, 9, -4.0, 1, 5, 3, 0
6) Cc1cccc2c1NC(=O)C21OCC(CO)([N+](=O)[O-])CO1 (stereo not drawn)
  -1.6, -3, -3, -3, -1.0, 3, 8, 1, 3
7) CCOCc1cnc(C)nc1NCC(=O)c1c(C)[nH]c2ccccc12
  -2.6, 0, 5, -2, -2.0, 4, 11, 4, -10
8) COc1ccc(C(=O)Nc2ccc(CN3CCS(=O)(=O)CC3)cc2)cc1
  -0.3, -5, -3, 9, -0.6, 2, 23, 1, -13
9) COc1ccc(C(CC(=O)NC(C)c2ccc(-c3ccccc3)cc2)NC(C)=O)cc1 (stereo not drawn)
  -1.3, -6, -2, -8, -1.1, -5, 9, 2, -4
10) NC(=S)N=Nc1c(O)[nH]c2cc(F)c(F)cc12
  -5.3, -6, 3, 34, -4.6, 7, 12, -5, -18
11) COc1ccc(S(=O)(=O)n2nc(OC(=O)c3cccs3)cc2N)cc1
  -1.2, 0, 0, 23, -3.7, 2, 18, 7, -10
